CHT inh: human CHT choline transport inhibition | Q9GZV3 | CHT-expressing cells, membrane potential dye, choline response; active compounds read low | B-score at 10 µM | 310,000 compounds, 0.86% hits | AID 488975;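 active = B-score over 3 SD under the library average, and starting fluorescence ratio not unusually high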;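 note: choline stimulus applied at its EC90 after an EC20 pre-addition; B-score computed on integrated fluorescence ratio after choline addition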
Target sequence (Q9GZV3 whole entry, looked up): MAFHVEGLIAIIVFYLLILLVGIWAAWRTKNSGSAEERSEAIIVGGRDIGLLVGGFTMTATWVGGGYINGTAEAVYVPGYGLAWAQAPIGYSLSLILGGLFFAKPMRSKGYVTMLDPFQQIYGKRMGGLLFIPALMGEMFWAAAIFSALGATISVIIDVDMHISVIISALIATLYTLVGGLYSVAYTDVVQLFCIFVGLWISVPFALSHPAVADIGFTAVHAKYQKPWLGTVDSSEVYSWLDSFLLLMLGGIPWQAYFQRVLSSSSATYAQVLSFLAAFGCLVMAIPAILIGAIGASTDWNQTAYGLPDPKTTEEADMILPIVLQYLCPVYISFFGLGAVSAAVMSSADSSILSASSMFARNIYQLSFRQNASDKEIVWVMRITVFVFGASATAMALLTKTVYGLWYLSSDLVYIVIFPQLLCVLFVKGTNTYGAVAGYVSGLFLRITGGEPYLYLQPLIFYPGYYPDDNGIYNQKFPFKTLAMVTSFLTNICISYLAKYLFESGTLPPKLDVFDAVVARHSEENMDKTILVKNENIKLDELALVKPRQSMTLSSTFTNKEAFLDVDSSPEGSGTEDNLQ
CHT allo act: allosterically activates the human high affinity choline transporter | CHT-expressing cells, membrane potential dye, choline EC20; active compounds read high; LV-AA mutant CHT in HEK293 cells | B-score at 10 µM | 310,000 compounds, 0.49% hits;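 active = initial fluorescence not abnormally high and integrated response B-score, plate-corrected, over 3 SD above library mean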
Numbers without * were called inactive; i = inactive.

SMILES	CHT inh	CHT allo act
Cn1c(=O)c2c(nc(NCc3ccc4c(c3)OCO4)n2Cc2ccccc2Cl)n(C)c1=O	i	i
COc1ccccc1NC(=S)c1ccccc1	i	i
CCOc1ccc(S(=O)(=O)N2CCN(C(=S)NCC3CCCO3)CC2)cc1 (centres undefined)	i	i
O=C(CSc1ccc(Cl)cc1)NN=C1CCCCCC1	i	i
Cc1c(NC(=O)c2c([N+](=O)[O-])cnn2C)c(=O)n(-c2ccccc2)n1C	i	i
O=C(Cc1ccccc1)Nc1ccc(SC(F)F)cc1	i	i
O=c1[nH][nH]c2nc(C(F)(F)F)cc(C(F)(F)F)c12	i	i
COCCN(C(=O)COC(=O)c1ccccc1NCc1ccco1)c1c(N)n(Cc2ccccc2)c(=O)[nH]c1=O	i	i
O=C(NC1CCS(=O)(=O)C1)c1cccc(S(=O)(=O)N2CCOCC2)c1 (centres undefined)	i	i
Cc1ccc(NC(=S)N(CCN(C)C)C(C)c2cccnc2)cc1 (centres undefined)	i	i
Cc1nc(-c2ccccn2)nc(SCC(=O)c2ccc(F)cc2)c1Cl	i	i
CN(Cc1ccccc1)C(=O)COC(=O)Cn1cnc2ccccc21	i	i

Shown comma-delimited: 3 of the compounds above
SMILES,CHT inh,CHT allo act
O=c1[nH][nH]c2nc(C(F)(F)F)cc(C(F)(F)F)c12,i,i
COCCN(C(=O)COC(=O)c1ccccc1NCc1ccco1)c1c(N)n(Cc2ccccc2)c(=O)[nH]c1=O,i,i
O=C(NC1CCS(=O)(=O)C1)c1cccc(S(=O)(=O)N2CCOCC2)c1 (centres undefined),i,i

Next section.
SMILES	CHT inh	CHT allo act
CC[C@@](C)(NS(=O)(=O)OCC(Cl)(Cl)Cl)c1ccccc1	i	i
Cc1ccc(C(=O)OCC(=O)NNC(=O)COc2ccc(Cl)cc2)c(O)c1	i	i
CC(=O)N(C)c1ccc(NC(=O)C(Sc2ccccc2)c2ccccc2)cc1 (centres undefined)	-5.5*	i
CCOC(=O)c1ccc(NC(=O)CC2SCCNC2=O)cc1 (centres undefined)	i	i
COC(=O)/C=C1\SC(=NC(=O)c2cccc(Cl)c2)NC1=O	i	i
COc1ccc(-c2noc(CSc3nc4ccccc4c(=O)n3-c3ccccc3)n2)cc1	i	i
O=C1CCC(C(=O)NCc2ccc3c(c2)OCO3)N1 (centres undefined)	i	i
CN(CC(=O)Nc1ccc(OC(F)(F)F)cc1)S(=O)(=O)c1cnc[nH]1	i	i
Cc1ccc(C(CC(=O)c2ccco2)SCCO)cc1 (centres undefined)	i	i
COCCCN1C(=O)c2ccc(C(=O)OCC(=O)NCc3ccccc3OC)cc2C1=O	i	i
CC1CN(CCCSc2ccc(Cl)cc2)CC(C)O1 (centres undefined)	i	i
CCOc1ccc(NC(=O)c2cc3c(C)nc4ccccc4c3o2)cc1	i	i
CCOC(=O)Nc1ccc(Cc2ccncc2)cc1	i	i
NC(=O)c1cnn(C2CCS(=O)(=O)C2)c1 (centres undefined)	i	i
COc1cc(C(=O)OCCCN2CCCN(CCCOC(=O)c3cc(OC)c(OC)c(OC)c3)CC2)cc(OC)c1OC	i	9.1*
Cc1ccccc1NC(=S)NCC(c1cccnc1)N(C)C (centres undefined)	i	i
CCc1ccccc1N(CC(=O)N/N=C/c1ccc(OC(=O)OC)c(OC)c1)S(C)(=O)=O	i	i
Cn1ccnc1C1CCCCN1C(=O)c1cc(COc2ccc(F)cc2Cl)on1 (centres undefined)	i	i
O=[N+]([O-])/C(=C\Nc1ccccc1)S(=O)(=O)c1ccccc1	i	i
O=C(Cc1ccccc1)c1c[nH]c(C(=O)O)c1	i	i
O=C(O)CCc1nn2c3ccccc3n(Cc3ccccc3F)c2nc1=O	i	i
CCC(C)(C)n1nnnc1C(c1ccc(C)cc1)N1CCCC1 (centres undefined)	i	i
O=C(O)Cc1ccc2[nH]c3ccc(CC(=O)O)cc3c2c1	i	i
Cn1nc(C(F)(F)F)c(C(=O)Nc2cccc(C(F)(F)F)c2)c1SCc1ccc(Cl)cc1	i	i
COc1ccccc1NS(=O)(=O)c1ccc(C)c(C(=O)NCCCN2CCCC2=O)c1	i	i
C=CCOCC(O)CS(=O)(=O)Cc1ccc(Cl)cc1 (centres undefined)	i	i
O=C1CC(SC2=NCCS2)C(=O)N1c1cccc(Cl)c1Cl (centres undefined)	i	i
CCOC(=O)c1c(NC(=O)Cn2nc(C(=O)O)c3ccccc3c2=O)sc(CC)c1C	i	i
COc1ccc(N2CCN(C(=O)NC3CCCCC3)CC2)cc1	i	i
CCOc1ccc(CC(C(=O)NN)C(=O)NN)cc1CN(C)C	i	i
Cc1ccc(NC(=O)CN(C)C(=O)C2CC(=O)N(Cc3ccccc3)C2)cc1 (centres undefined)	i	i
Cc1cc(C(=O)c2cnc(/N=C/N(C)C)s2)cc(C)c1O	i	i
COc1ccc(C(=O)NN/C(C)=C/C(=O)c2ccccc2)cc1	i	i
Cc1ccc(S(=O)(=O)NC2CC(=O)N(c3ccc4c(c3)OCCO4)C2)cc1 (centres undefined)	i	i
CC(C)c1nnc(NC(=O)CSc2nnc(NC(=O)c3c(F)cccc3F)s2)s1	i	i
Cn1c(NNC(=O)C2CCCCC2)cc(=O)n(C)c1=O	i	i
CCCN(CCC)CCCNC(=O)c1cc2c(=O)n(C)c3ccccc3c2n1C	i	i
CCOC(=O)N1CCC(N2CC34C=CC(O3)C(C(=O)Nc3ccc(OCC)cc3)C4C2=O)CC1 (centres undefined)	i	i
O=C(CNC(=O)c1ccc(Cl)cc1Cl)OCN1C(=O)c2ccccc2C1=O	i	i
COC(=O)c1ccc2c(=O)n(CCCCCC(=O)NCCNC(C)=O)c(=O)[nH]c2c1	i	i
O=C(CCN1CCN(CCO)CC1)Nc1ccc(Br)cc1	i	i
CN1CCN(CCCNC(=O)c2ccc3c(c2)N(Cc2ccc(F)cc2)CCS3)CC1	i	i
COc1ccc(C2C(C(=O)N3CCOCC3)=C(C)NC3=C2C(=O)CC(C)(C)C3)c(OC)c1 (centres undefined)	i	i
Nc1ccc(-c2nc(-c3ccccc3)nc3ccccc23)cc1	i	i
O=C(COC(=O)c1nn(-c2ccccc2)c(=O)c2ccccc12)NC1CCS(=O)(=O)C1 (centres undefined)	i	i
Cc1sc(N(C(=O)CCc2ccccc2)c2ccc(C(=O)O)cc2)nc1-c1ccccc1	i	i
CN1CCN(C(=O)c2cc3nc(-c4ccccc4)cc(-c4ccccc4)n3n2)CC1	i	i
CCc1ccc(CN2CCCC(C(=O)N3CCCCC3)C2)cc1 (centres undefined)	i	i
COc1cc(OC)c(OC)cc1CN1CCc2ccccc2C1	i	i
C/C(=N\N=C\c1ccccc1)c1nnn(-c2nonc2N)c1C	i	i
O=C(CN(CC1CCCO1)C(=O)CCC(=O)Nc1nccs1)NCc1ccccc1 (centres undefined)	i	i
CCOC(=O)C1C(c2ccccc2Cl)NC(=O)N(C)C1(O)C(F)(F)F (centres undefined)	i	i
Cc1noc(C)c1CSCC(=O)N(C)CC(=O)Nc1ccc(F)cc1	i	i
Cc1ccc(CS(=O)(=O)CCC(=O)NCCCN2CCCC2=O)cc1	i	i
O=C(Cc1ccc(F)cc1)Nc1nc(-c2ccc(F)cc2)cs1	i	i
Cc1cc(C)n2nc(SCC(=O)Nc3ccc(F)cc3)nc2n1	i	i
Cc1cccc(N(CC(O)CN(C)C)S(=O)(=O)c2ccccc2)c1 (centres undefined)	i	i
CCOC(=O)CC(C#N)c1c[nH]c2ccccc12 (centres undefined)	i	i
Cc1ccc(OCCNC(=O)C(=O)NCc2ccco2)cc1	i	i
COc1cc(C(=O)Cc2nc3ccccc3n2C)cc(OC)c1OC	i	i

Exported with values under each structure: entries from further up
Values run as follows: CHT inh, CHT allo act
- CCOC(=O)C1C(c2ccccc2Cl)NC(=O)N(C)C1(O)C(F)(F)F (centres undefined)
    i, i
- Cc1noc(C)c1CSCC(=O)N(C)CC(=O)Nc1ccc(F)cc1
    i, i
- Cc1ccc(CS(=O)(=O)CCC(=O)NCCCN2CCCC2=O)cc1
    i, i

The listing continues.
SMILES	CHT inh	CHT allo act
O=C(Nc1nncs1)c1cc2c(s1)CCC2	i	i
COc1ccccc1N1CCN(C(=O)/C=C/c2ccccc2)CC1	i	i
Fc1ccc(CN2CCCCCC2)c(F)c1	i	i
O=c1cc(CN2CCN(c3ccccc3)CC2)c2cc(O)c(-c3ccccc3)cc2o1	i	i
Cc1ccc(N(CC(=O)N2CCc3ccccc32)C2=NC(=O)CS2)cc1	i	i
Cc1ccnc(SCCn2c(N(C)Cc3ccccc3)nc3c2c(=O)n(C)c(=O)n3C)n1	i	i
Cc1ccc(Cn2nnc(C(=O)Nc3cccc(C)c3C)c2N)cc1	i	i
COc1ccc(CNC(=O)C2CCN(c3nccs3)CC2)cc1	i	i
CSC1=NC(C(Cl)(Cl)Cl)N=C(c2ccc(C)cc2)N1 (centres undefined)	i	i
O=C(NNC(=S)Nc1ccccc1C(F)(F)F)c1ccc(Br)o1	i	i
CCCCCCOC(=O)c1ccccc1NC(=O)/C=C/C(=O)O	i	i
Cn1c(SCC(=O)Nc2ccc(Cl)cc2F)nnc1-c1ccco1	i	i
CCOc1cc(/C=N/NC(=O)COc2ccccc2C)ccc1OC(=O)c1cccs1	i	i
Brc1ccc(C2Nc3cccc4cccc(c34)N2)s1	i	i
COc1cccc(C(=O)Nc2c3c(nn2-c2ccc(Cl)cc2)CS(=O)(=O)C3)c1OC	i	i
O=C(c1cccc(C(F)(F)F)c1)C1CCCN(C(=O)CCc2cnccn2)C1 (centres undefined)	i	i
COc1ccc(/C=C/C(=O)c2ccc3ccccc3c2O)cc1CN1CCOCC1	i	i
COc1ccc(NC(=O)COc2cccc3c2CCN(Cc2cccnc2)C3=O)c(OC)c1	i	i
CC(C)=CC(=O)N1CCCc2ccccc21	i	i
COc1cc2[nH]c(C(=O)NN)c(N)c2cc1OC	i	i
CC(=O)c1ccc(N2CCN(C(=O)c3c(-c4ccccc4Cl)noc3C)CC2)cc1	i	i
Cc1c(C)[n+](=O)c2c(n1[O-])CCCCC2	i	i
O=C(NC1CCCCC1)N1CCN(c2ccc(Cl)cc2)CC1	-5.8*	i
Cc1cc(NC(=O)c2ccc(NC(=O)CC(C)C)cc2)no1	i	i

Full records, quoted from the list. Order of values: CHT inh	CHT allo act
Cc1c(C)[n+](=O)c2c(n1[O-])CCCCC2 reads i	i
O=C(c1cccc(C(F)(F)F)c1)C1CCCN(C(=O)CCc2cnccn2)C1 (centres undefined) reads i	i
COc1cccc(C(=O)Nc2c3c(nn2-c2ccc(Cl)cc2)CS(=O)(=O)C3)c1OC reads i	i
Cc1cc(NC(=O)c2ccc(NC(=O)CC(C)C)cc2)no1 reads i	i
CC(=O)c1ccc(N2CCN(C(=O)c3c(-c4ccccc4Cl)noc3C)CC2)cc1 reads i	i

(further entries)
SMILES	CHT inh	CHT allo act
O=C(Cc1cccs1)N/N=C/c1ccccc1	i	i
S=C(NCC1CCCO1)n1nnc2ccccc21 (centres undefined)	i	i
CC(=O)c1cccc(NC(=O)C2CCN(S(C)(=O)=O)CC2)c1	i	i
Cc1noc(C)c1C(=O)N1CCN(C(=O)c2sc3cc(Cl)ccc3c2Cl)CC1	i	i
O=C(c1c(Cl)cccc1Cl)N1CCN(c2cccc3[nH]ccc23)CC1	i	i
Cc1ccccc1/C(N)=N/OC(=O)/C=C/c1ccccc1	i	i
CCCNC(=O)c1ccccc1NC(=O)C1COc2ccccc2O1 (centres undefined)	i	i
Cc1ccc(NC(=O)C2CCN(S(=O)(=O)c3ccc4c(c3)NC(=O)CO4)CC2)cc1C	i	i
O=C(NCCCn1ccnc1)c1ccc(Br)o1	i	i
O=C1CN(C(=O)c2cc3ccccc3oc2=O)C(c2ccc(F)cc2)c2cc(Br)ccc2N1 (centres undefined)	i	i
COC(=O)Cn1cc(C#N)c2ccccc21	i	i
CO/N=C/c1ccc(N2CCCC2)c([N+](=O)[O-])c1	i	i
Cc1cc2c(c(=O)n1CCN(C)C)C(c1ccncc1)C(C#N)=C(N)O2 (centres undefined)	i	i
Cn1c(=O)c2c(SCC(=O)NC3CCCC3)nc(CC(C)(C)C)nc2n(C)c1=O	i	i
CC(=O)Nc1ccc(S(=O)(=O)NCc2ccc(C(=O)NCc3ccc4c(c3)OCO4)cc2)cc1	i	i
Cc1nnc(SCC(=O)NCc2ccccc2Cl)n(N)c1=O	i	i
O=C(CSc1nnc2ccccn12)NC(=O)NC1CCCC1	i	i
Cc1nn(C)cc1/C=N/NC(=O)C(C)(C)Oc1ccc(Cl)cc1	i	i
COc1ccc(CCN(C)Cc2cccc3ccccc23)cc1OC	i	i
O=C(CN1N=C(c2ccc(Cl)cc2)CCC1=O)NCc1cccs1	i	i
CCOC(=O)C1C(=O)NCC1c1ccccc1 (centres undefined)	i	i
CCCC(=O)N1CC(=O)Nc2ccc(F)cc2C1c1ccccc1 (centres undefined)	i	i
Cc1cc(O)c(-c2ccno2)cc1Cl	i	i
O=C(Nc1cc(Cl)ccc1-n1cncn1)c1ccc(Br)o1	i	i
CCOc1ccccc1NC(=O)C(=O)NCCC1=CCCCC1	i	i
CCOc1ccc(C2c3c(oc4ccccc4c3=O)C(=O)N2CCCN2CCOCC2)cc1 (centres undefined)	i	i
COc1ccccc1CNC(=O)COC(=O)c1nccnc1N	i	i
CC(C)(C)c1nc2ccc(NS(=O)(=O)c3ccc(F)c(F)c3F)cc2[nH]1	i	i
O=S(=O)(c1ccc2c(c1)OCO2)N1CCN(c2nnnn2-c2ccccc2)CC1	i	i
O=C(O/N=C\c1ccc(N2CCOCC2)c([N+](=O)[O-])c1)c1ccc(F)cc1	i	i
Cc1c(Cl)cccc1NC(=O)CSc1nnc(C)n1-c1ccccc1	i	i
Cc1cc(C)n2c(SCC(=O)NC3CCCC(C)C3C)nnc2n1 (centres undefined)	i	i

Compound activity from PubChem.
